# Compound activity as filed in PubChem BioAssay.
# LMNA splice mod – changes lamin A minigene splicing in HeLa cells. HeLa LMNA splicing GFP/RFP minigene ratio, 48 h. Potency, µM (titrated, usually from 46.1 µM), inactives show at the highest dose ratio change, negative = inhibition, actives largely listed as inhibitors. actives 0.01% (n = 200,000). AID 1487; active means well fitted inhibition curve with a large enough effect in the signal ratio, with a control signal flat, not every such curve was filed as active; inconclusive means small, poorly fitted or top-dose-only effect, or effect the other way, or a change in a side signal; the % refers to the signal ratio; further: potency means the concentration at half of the fitted maximal effect; on the % scale 0 is the no-effect control and ±100 the full control effect
#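 Read-out is the ratio of GFP to DsRed2 object intensity, acquired by 488 nm laser-scanning cytometry on HeLa lamin A-EGFP minigene reporter cells. Compound incubation 48 hrs at 37 °C in Opti-MEM with 2% FBS; DMSO 0.5% final.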
# Epigenetic reg – derepresses silenced GFP reporter in murine cells. murine LDR cells, GFP reporter derepression, 30 h. Potency, µM (top dose mostly 53.9 µM), without a hit: at the top dose GFP activation, most hits filed as activators. actives 0.2% (n = 280,000). AID 1865; further: potency means the concentration at half of the fitted maximal effect; % of control where 0% means no effect; nearly all actives have a fitted effect of over 60% in size
#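 Murine LDR cells bearing a silenced CMV-driven GFP reporter were exposed to compound for 30 h at 37 C. After PBS washes, GFP-positive cells (20-120 um objects) counted by laser-scanning microplate cytometry.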
# CBFb RUNX1 block – inhibitors of human CBF-beta and RUNX1 interaction. 230,000 tested, under 10 active. Q01196+Q13951. AlphaScreen CBFb-His/RUNX1-biotin binding, biochemical. Potency, µM (series often up to 59.8 µM), for inactives: at the top dose activity, negative = inhibition, most hits filed as inhibitors; further: % of control where 0% means no effect
# Target sequence (Q01196 whole entry, looked up): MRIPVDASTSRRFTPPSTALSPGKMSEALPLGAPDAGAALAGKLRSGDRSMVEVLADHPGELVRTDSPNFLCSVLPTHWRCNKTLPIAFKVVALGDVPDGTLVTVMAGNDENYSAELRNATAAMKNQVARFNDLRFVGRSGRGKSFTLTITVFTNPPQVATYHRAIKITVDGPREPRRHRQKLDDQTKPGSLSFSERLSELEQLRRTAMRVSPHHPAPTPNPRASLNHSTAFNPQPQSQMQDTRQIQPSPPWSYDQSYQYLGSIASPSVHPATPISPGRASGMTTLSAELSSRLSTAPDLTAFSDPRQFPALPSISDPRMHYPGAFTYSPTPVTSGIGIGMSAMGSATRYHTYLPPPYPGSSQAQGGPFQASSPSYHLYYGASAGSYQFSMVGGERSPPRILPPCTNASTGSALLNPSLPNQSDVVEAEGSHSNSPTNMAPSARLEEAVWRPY
# Target sequence (Q13951 whole entry, looked up): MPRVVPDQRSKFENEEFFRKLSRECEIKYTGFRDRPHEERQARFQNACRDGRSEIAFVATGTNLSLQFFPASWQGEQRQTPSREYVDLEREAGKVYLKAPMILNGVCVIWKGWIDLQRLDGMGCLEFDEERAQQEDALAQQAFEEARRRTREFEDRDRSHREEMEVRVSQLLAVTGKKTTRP
#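 Read-out: AlphaScreen. Format: His-CBF-beta with biotinylated RUNX1 (30 nM each) preincubated 20 min, compound 15 min, Ni-chelate plus streptavidin beads 90 min; room temperature throughout.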
# HttQ103 aggreg – reduces HttQ103-GFP aggregates in PC12 cells. PC12 HttQ103-GFP aggregates, Acumen cytometry, 40 h. Potency, µM (doses to about 46.1 µM), inactives show at the top dose activity change, negative = inhibition, hits mostly inhibitors. actives 1.1% (n = 220,000); further: potency means the concentration at half of the fitted maximal effect; on the % scale 0 is the no-effect control and ±100 the full control effect; nearly all actives have a fitted effect of over 60% in size
#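 PC12 cells stably carrying ecdysone-inducible HTT exon 1 Q103–GFP were induced with tebufenozide (100 nM final) and treated with library compounds in titration. GFP aggregates in lysates were counted by laser scanning cytometry.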
# NPSR antagonist – antagonists of human neuropeptide S receptor cAMP signaling; actives 1% (n = 220,000); CHO-NPSR cells, cAMP TR-FRET, antagonist mode; Q6W5P4; Potency, µM (titrated, usually from 38.3 µM), inactives show at the highest dose activity change, negative = inhibition, most hits filed as inhibitors; further: potency means the concentration at half of the fitted maximal effect; on the % scale 0 is the no-effect control and ±100 the full control effect; nearly all actives have a fitted effect of over 50% in size; many of its hits are not listed in these tables
# Target sequence (Q6W5P4 whole entry, looked up): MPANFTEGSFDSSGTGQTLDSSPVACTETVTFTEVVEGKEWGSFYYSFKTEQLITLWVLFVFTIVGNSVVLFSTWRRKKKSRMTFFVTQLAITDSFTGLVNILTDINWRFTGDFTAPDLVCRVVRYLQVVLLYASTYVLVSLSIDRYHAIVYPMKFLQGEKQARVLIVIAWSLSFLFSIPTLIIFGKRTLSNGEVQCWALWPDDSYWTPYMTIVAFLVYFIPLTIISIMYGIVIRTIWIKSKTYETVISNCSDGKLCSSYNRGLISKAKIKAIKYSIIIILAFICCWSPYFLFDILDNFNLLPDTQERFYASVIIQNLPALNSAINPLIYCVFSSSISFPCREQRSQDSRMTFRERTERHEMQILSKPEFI
# IMPase Li inh – IMPase inhibition in cells with lithium potentiation; CHO-M1 cells, IP1 TR-FRET (IP-One), carbachol + lithium; Potency, µM (highest dose often 59.4 µM), inactives show at the top dose activity, negative = IMPase inhibition, usual class: inhibitors; actives 0.35% (n = 210,000);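 further: IP1 builds up when IMPase is blocked and the TR-FRET signal falls; potency means the concentration at half of the fitted maximal effect; plate controls were basal vehicle for no effect and high inhibitor control for full effect; nearly all actives have a fitted effect of over 50% in size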
#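 Readout is a homogeneous TR-FRET IP1 immunoassay (Ex 320, Em 665 and 620), where raised cytosolic IP1 lowers signal. Cells were CHO-M1 treated 30 min at 37C with test compounds plus a little lithium; AC50 values came from Hill-equation fitting.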
# Luc counter – blocks Kinase-Glo luciferase, a counter-screen artifact; Q27757; Kinase-Glo luciferase, ATP luminescence, 8 min; Potency, µM (top dose mostly 38.3 µM), for the others: at the highest dose activity change, negative = inhibition, most hits filed as inhibitors; actives 0.28% (n = 200,000); AID 1379; further: potency means the concentration at half of the fitted maximal effect; on the % scale 0 is the no-effect control and ±100 the full control effect; nearly all actives have a fitted effect of over 60% in size
#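 Compound is pinned into ATP-containing buffer (10 uM ATP, imidazole pH 7.2, 7 mM MgCl2). Kinase-Glo luciferase reagent is then added. Light output is recorded following an 8-min room-temperature incubation.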
# * = called active by the depositor; ? = inconclusive; · = not tested or not shown; [ ] = remark or other dose. Unless noted, the call rests on the fitted dose curve; in most records, active means well fitted curve in the direction sought with a large enough effect; inconclusive means small, poorly fitted or top-dose-only effect, or another doubt; inactive means no such curve, though single readings can be large; an effect the other way counts as inactive or inconclusive. Some of the compounds tested, so the mix of outcomes need not match the whole.
SMILES,LMNA splice mod,Epigenetic reg,CBFb RUNX1 block,HttQ103 aggreg,NPSR antagonist,IMPase Li inh,Luc counter
CCN(CC)C(=O)c1ccc(COc2ccccc2Br)o1,-5%,-1.1%,5%,?,-9%[46.1 µM],22%[38.3 µM],-2%
CO/N=C/C(C#N)=C/c1ccc(OC)cc1,·,-1.8%,12%,6%,-22%,1%,-3%
CCOC(=O)C1=C(O)CSC1=Nc1ccc(C)cc1,?,6.4%,-6%,7%,-3%,17%,0%
Cc1ccc(NC(=S)Nc2ccc3cn[nH]c3c2)cc1,10%,-0.9%,-5%,4%,1%,-3%,-1%
CCN(CC)CCCNc1oc(/C=C/c2ccccc2)nc1C#N,·,0.0%,5%,2%[9.22 µM],-53%,·,·
O=C(Nc1cccnc1)c1ccc(-c2ccccc2)cc1,?,1.3%,3%,-7%,5%,0%,-4%
Cc1ccc(C(=O)NC2CCc3ccccc3C2=O)cc1 (configuration not stated),6%[46 µM],-0.1%,-2%,1%,1%,5%,-7%
C/C(CC(=O)Nc1cccc(Cl)c1)=N\NC(=O)Cc1ccc(Cl)cc1,-2%,0.9%,7%,-2%,-6%[46.1 µM],0%[38.3 µM],9%
CCCCn1c(N)c(N(CC)C(=O)c2cc(OC)cc(OC)c2)c(=O)[nH]c1=O,5%[46 µM],-0.4%,0%,2%,8%,3%,-2%
O=C(CCn1c(=O)c2ccccc2n(Cc2ccccc2)c1=O)NC1CCN(Cc2ccccc2)CC1,·,0.1%,15%,1%[9.22 µM],1%,·,·
CC(C)C(=O)Nc1csc(C(F)(F)F)c1-c1ccccc1,·,2.9%,7%,7%[9.22 µM],41%,·,·
CCc1nnc(NC(=O)[C@@H](NC(=O)c2ccc(OC)cc2)C(C)C)s1,·,3.4%,1%,-17%,-5%,5%,1%
O=C1C/C(=C\c2c(F)cccc2Cl)N2CCC1CC2,·,-1.3%,-6%,-9%,3%,11%,-1%
Cc1ccc(-n2nc3c(c2NC(=O)c2ccc4c(c2)OCO4)CSC3)cc1,-5%,1.3%,9%,8%,6%[46.1 µM],-7%,-1%
COCCNC(=S)N(Cc1cccs1)Cc1cc2cccc(C)c2[nH]c1=O,?,-2.9%,11%,14%[9.22 µM],38%,14%,1%
COc1ccc(NC(=S)NCc2cccn2C)cc1,·,0.3%,3%,?,6%,9%,3%
O=[N+]([O-])c1cc(Cl)ccc1Oc1ccc(-c2nnco2)cc1,·,-1.3%,-6%,-26%,21%,11%,·
CCCN1CCC(=O)N([C@H](CSc2ccc(C)cc2)CC(C)C)CC1,·,1.7%,14%,-31%[9.22 µM],-15%,·,·
O=C(CSc1nnnn1C1CCCC1)NCc1cccs1,10%[46 µM],-1.0%,19%,-1%[9.22 µM],-2%,6%,-3%
CN(C)C(=O)c1cc(Cl)ccc1Sc1cc(Cl)ccc1Cl,14%,2.6%,10%,?,-24%[46.1 µM],16%[38.3 µM],2%
CCC(CC)c1nnc(NC(=O)[C@@H](NC(=O)c2cccc(C)c2)C(C)C)s1,-19%,3.2%,1%,11%,-33%,3%,2%
CCCCOC(=O)CCc1c(C)n[nH]c1C,·,0.1%,4%,-13%[9.22 µM],-9%,·,·
CC(=O)c1cc(-c2ccccc2)n(CCC(=O)NC2CCCCCC2)c1C,?,0.0%,-2%,18%,2%,5%,-2%
CNC(=O)c1ccc(-c2ccccc2)s1,7%,-0.9%,-3%,6%,-15%[46.1 µM],-3%[38.3 µM],-1%
COc1ccc2nc3cc(Cl)ccc3c(C#N)c2c1,·,1.1%,-1%,7%[9.22 µM],-6%,·,·

# Brought forward from above: 2 compounds, followed by the next part.
SMILES,LMNA splice mod,Epigenetic reg,CBFb RUNX1 block,HttQ103 aggreg,NPSR antagonist,IMPase Li inh,Luc counter
CNC(=O)c1ccc(-c2ccccc2)s1,7%,-0.9%,-3%,6%,-15%[46.1 µM],-3%[38.3 µM],-1%
COc1ccc2nc3cc(Cl)ccc3c(C#N)c2c1,·,1.1%,-1%,7%[9.22 µM],-6%,·,·
CCC(C)n1[nH]c(=O)cc1N (configuration not stated),8%,-0.8%,-1%,12%[9.22 µM],0%[46.1 µM],-2%[38.3 µM],-2%
Cc1cccc(-c2nnc(SCC#N)n2C)c1,?,4.3%,-1%,·,8%,-1%,-6%
CCCCNC(=S)NNC(=O)c1ccc2c(c1)OCO2,-2%,-0.9%,0%,?,6%[46.1 µM],·,·
CCc1[nH]nc2c1C1(CCN(C(=O)OCc3ccccc3)CC1)C(C#N)=C(N)O2,-7%,-1.1%,9%,0%,-6%[46.1 µM],8%,0%
O=C(CN1C2CCCC1CC(NC(=O)C1CCCCC1)C2)NCc1ccc(F)cc1 (configuration not stated),·,1.1%,20%,-10%[9.22 µM],2%,·,·
CC1(C)CC(=O)C(C=NC(CCC(N)=O)C(=O)O)=C(O)C1 (configuration not stated),-12%,-4.8%,0%,11%,-2%[46.1 µM],-2%[38.3 µM],-1%
COc1ccc(C2c3[nH]c4ccccc4c3CCN2CCCn2cccn2)c(F)c1 (configuration not stated),·,0.0%,0%,24%[9.22 µM],-34%,·,·
CCN(CC(=O)Nc1ccc2c(c1)OCCO2)c1ccc(S(=O)(=O)N2CCOCC2)cn1,0%,-0.9%,5%,-8%,-14%[46.1 µM],-13%[38.3 µM],-1%
O=C(CSCc1ccccc1Cl)N1CCN(c2ccccn2)CC1,-6%,-1.4%,-4%,-81%,-17%[46.1 µM],34%[activator][38.3 µM],0%
Cn1c(=O)c2c(nc(CN3CCN(c4ccc(F)cc4)CC3)n2CCN2CCOCC2)n(C)c1=O,·,-0.3%,9%,-13%[9.22 µM],6%,·,·
CCn1nnc(NC(=S)NC(=O)c2ccc(-c3cccc(Cl)c3)o2)n1,·,-1.1%,-30%,9%[9.22 µM],-15%,·,·
COc1ccc(CN2CCN(C(=O)C3CCN(S(=O)(=O)c4cccs4)CC3)CC2)c(OC)c1OC,·,4.1%,6%,-6%,10%,10%,1%
NC(=O)NC(=O)COC(=O)CCSc1ccccc1,·,11%,6%,26%,-5%,2%,1%
O=C(NC1CCCCC1)N(CCN1CCCC1)Cc1cc2cc3c(cc2[nH]c1=O)OCCO3,-7%,0.0%,1%,1%,-8%[46.1 µM],19%[38.3 µM],1%
COCCN1CCc2c(C)nc3c(-c4ccc(OC)c(OC)c4)cnn3c21,-2%,-1.0%,-4%,24%,-22%[46.1 µM],18%[38.3 µM],-2%
CCn1c(O)c(N=NC(=O)CNC(=O)/C=C/c2ccco2)c2ccccc21,-18%,-0.9%,4%,17%,-5%[46.1 µM],10%[38.3 µM],-1%
CCN(CC)CC(C(=O)N(CC)CC)P(=O)(c1ccccc1)c1ccccc1 (configuration not stated),7%,0.1%,18%,?,-10%[46.1 µM],22%[38.3 µM],-2%
Cn1nc(C(=O)Nc2cccc(S(N)(=O)=O)c2)c2ccccc2c1=O,·,0.1%,4%,7%[9.22 µM],-3%,·,·
CC(C)(C)c1cc(-c2csc(Nc3ccccc3)[n+]2Cc2ccc(C(=O)O)cc2)cc(C(C)(C)C)c1O,·,-1.2%,-13%,1%[9.22 µM],13µM*,·,·
CCOC(=O)c1cc2c(nc1NC(=S)NCc1ccccc1)CCCC2,-4%,2.0%,8%,-10%,-50%,4%,-2%
Oc1ccccc1CNc1nc2ccccc2n1CCN1CCCCC1,-19%,0.8%,-7%,-14%,-21%[46.1 µM],49%[activator][38.3 µM],-1%
COC(=O)c1sccc1NC(=O)CSc1ccccc1NS(=O)(=O)c1ccc(Br)cc1,-9%,0.0%,23%,-9%,-24%[46.1 µM],4%,4%
Cc1c(C(=O)NCc2cccs2)oc2ccc(S(=O)(=O)N3CCOCC3)cc12,-4%,-0.1%,0%,-10%,-25%[46.1 µM],21%[38.3 µM],-6%
CC(=O)c1ccc(N(C(=O)c2ccco2)C(C(=O)NC2CCCC2)c2ccc(N3CCOCC3)cc2)cc1 (configuration not stated),·,3.3%,-12%,·,-16%,-5%,0%
COc1ccc2nc(N=Nc3ccc(N(C)C)cc3)sc2c1,-3%,-0.3%,?,3%,-8%[46.1 µM],11%[38.3 µM],11µM*

# Shown as a hit in NPSR antagonist, among the entries above:
Molecule	LMNA splice mod	Epigenetic reg	CBFb RUNX1 block	HttQ103 aggreg	NPSR antagonist	IMPase Li inh
CC(C)(C)c1cc(-c2csc(Nc3ccccc3)[n+]2Cc2ccc(C(=O)O)cc2)cc(C(C)(C)C)c1O	·	-1.2%	-13%	1%[9.22 µM]	13µM*	·

# (listing goes on)
SMILES,LMNA splice mod,Epigenetic reg,CBFb RUNX1 block,HttQ103 aggreg,NPSR antagonist,IMPase Li inh,Luc counter
CSc1ccccc1NC(=O)c1ccco1,-9%,1.6%,8%,6%,-6%[46.1 µM],-2%[38.3 µM],-3%
Clc1ccc(Cl)c(OCCN2CCOCC2)c1,3%,-2.1%,2%,8%,4%[46.1 µM],28%[38.3 µM],1%
COc1cccc2cc(C(=O)NNC(=O)c3ccc(Br)cc3)c(=O)oc12,-1%[9.22 µM],2.2%,-2%,-4%,-6%,-2%,1%
CC1(C)CC(=O)C2=C(C1)OC(N)=C(C#N)C2C1CC=CCC1 (configuration not stated),-10%,0.1%,-2%,-15%,-8%[46.1 µM],3%,0%
CC(=O)c1ccc(OCC(O)CN2CCN(CCO)CC2)cc1 (configuration not stated),-4%,-0.8%,13%,-8%,-3%[46.1 µM],4%[38.3 µM],5%
O=c1c2sccc2n(Cc2cc(=O)n3ccccc3n2)c(=O)n1-c1ccccc1,-6%,0.8%,4%,-12%,17%,1%,0%
O=C(NCc1ccccc1)C(=O)NCC1OCCN1C(=O)c1cccs1 (configuration not stated),-5%,-1.1%,0%,-5%,8%,6%,4%
CC(=O)Oc1ccccc1C1OCCN1C(C)=O (configuration not stated),-2%,-2.1%,12%,10%,-1%[46.1 µM],-7%[38.3 µM],0%
S=c1[nH]nc(Nc2ccc(Cl)cc2)s1,·,6.6%,-4%,-22%[9.22 µM],-3%,·,·
CCOC(=O)C1=NN(C(=O)COc2ccccc2)C(O)(c2ccc(Cl)cc2)C1 (configuration not stated),2%[46 µM],2.1%,7%,-1%[9.22 µM],-3%,4%,-1%
CCOC(=O)CSc1nc2c(c(=O)n(C)c(=O)n2C)n1CCCc1ccccc1,-10%,-0.7%,6%,19%,-20%[46.1 µM],4%[38.3 µM],-5%
O=C(Nc1ccccc1Cl)N1CCN(C/C=C/c2ccccc2)CC1,5%,-1.8%,0%,-1%,6%,4%,3%
CCOC(=O)C1=C(C)N=c2s/c(=C\c3ccc(OC(C)=O)cc3)c(=O)n2C1/C=C/c1ccccc1 (configuration not stated),-13%,?,-23%,0%,-13%,-4%,-2%
